Pf Dd2 growth: Plasmodium falciparum Dd2 growth inhibition; P. falciparum Dd2 growth, SYBR Green, 72 h; Potency, µM (titrated, usually from 28.9 µM), inactives show top-dose activity, negative = inhibition, hits mostly inhibitors; actives 4.3% (n = 120,000); AID 1347417; active = well fitted inhibition curve with a large enough effect; inconclusive = small, poorly fitted or top-dose-only effect; inactive = no such curve, though single readings can be large or run the other way;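 also: plate controls were DMSO vehicle for no effect and reference drug for full effect; nearly all actives have a fitted effect of over 65% in size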
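Readout: SYBR Green fluorescence, 485 nm excitation, 535 nm emission, after ~16 h lysis at 37C. Before that, Dd2-infected red cells (2.5% hematocrit) grew 72 h with compound, 29 uM top final concentration.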
* marks the source's active call; other numbers are inactive results; i = inactive; ? = inconclusive; [ ] = remark or other dose. Potency is read from the fitted curve at half-maximal effect.

entry	SMILES	Pf Dd2 growth
1	CCC(=O)N1CCc2cc(Br)cc(S(=O)(=O)CCC(=O)Nc3ccccc3C)c21	2%
2	COc1ccccc1CNC(=O)C1CCN(S(=O)(=O)c2ccc3[nH]c(=O)ccc3c2)CC1	19%
3	CCOc1ccc(C(=O)NCCn2cccc2-c2nc(-c3ccccc3)no2)cc1OCC	10µM*
4	O=C(c1cc2ccccc2[nH]1)N1CCC2(C1)NC(=O)N(Cc1ccccc1)C2=O (configuration not stated)	?
5	O=C(c1cccc(Br)c1)N1CCN(C2CCN(Cc3ccccn3)C2=O)CC1 (configuration not stated)	-21%
6	Cc1ccc(C2NC(=O)N(CC(=O)Nc3ccccc3C(C)C)C3=C2C(=O)OC3)cc1 (configuration not stated)	-12%
7	Cc1ccccc1S(=O)(=O)N1C[C@@H]2CCCN3CCC[C@@H]([C@H]23)[C@H]1CCCC(=O)NCC1CC1	?
8	Cc1ccn2c(Nc3ccccc3C)c(-c3ccncc3)nc2c1	?
9	O=C(CN1C(=O)NC2(CCCCC2)C1=O)Nc1ccc2c(c1)CCC2	-4%
10	Cc1ccc(-c2[nH]ncc2CN2C[C@@H](CO)[C@H](NC(=O)C3CC3)C2)cc1	?
11	CN1C(=O)CCC2(CNC(=O)c3cccn3C)CCC=C12 (configuration not stated)	i
12	CN(C)CC(=O)N1Cc2ccccc2OC2(CCN(C(=O)N3CCN(C)CC3)CC2)C1	1%
13	CN1CC[C@H]2CN(S(=O)(=O)c3cc(C(=O)O)c(Cl)cc3F)C[C@H]21	-11%
14	O=C1COc2ccc(NS(=O)(=O)c3cccc(Cl)c3)cc2CN1C1CCCc2ccccc21 (configuration not stated)	i
15	CCn1nccc1C(=O)N1CCCCCC1c1nnc(-c2ccccc2)o1 (configuration not stated)	-14%
16	COc1ccc(CN[C@H]2[C@H](O)[C@H](O)C[C@@H]2c2ccc(N3CCOCC3)nc2)cn1	19%[44.1 µM]
17	CCN1CCCN(C(=O)c2cccnc2)CC12CCOCC2	-6%
18	O=C(CCC1CCN(S(=O)(=O)c2ccccc2)CC1)NCc1ccccn1	-20%
19	CCOc1ccc2nc(N(Cc3cccnc3)C(=O)c3ccco3)sc2c1	?
20	CC1CCC(NC(=O)c2cc3n(n2)CC(c2ccc4c(c2)OCO4)OC3)CC1 (configuration not stated)	-25%
21	COc1ccc(-c2ccc(CNc3ccc4[nH]c(=O)[nH]c4c3)o2)cc1Cl	?
22	CN1c2cc(C(=O)Nc3ccc(F)c(F)c3)ccc2C(=O)N2CCCCC21 (configuration not stated)	?
23	Cc1ccccc1CC(=O)NC1CCN(c2cc(-c3ccccc3)[nH]n2)CC1	?
24	CCOc1ccc(NC(=O)CCNS(=O)(=O)c2ccc3c(c2)CCCC(=O)N3)cc1	34%[activator]
25	O=C1CCN(Cc2cccc(F)c2)CCCCCCN1	-19%
26	CCCCOc1cccc(C(=O)Nc2sc3c(c2C(=O)OCC)CCCC3)c1	41%[activator]
27	Cc1ccc2c(N3CCC(CO)(CN4CCCC4)CC3)ccnc2c1C	?
28	O=C(c1cccc(Cl)c1)N(Cc1cccc(F)c1)C1CCS(=O)(=O)C1 (configuration not stated)	26%[5.79 µM]
29	O=C(c1cccc(Cl)c1)N1CCC(N2CCCCCC2=O)CC1	-13%[44.1 µM]
30	Cc1ccc(NC(C)(C)C(=O)N2CCC3(CC2)CN(C)CCN3C)cc1	i

Shown field by field: 4 of the compounds above.
(11) CN1C(=O)CCC2(CNC(=O)c3cccn3C)CCC=C12 (configuration not stated)
- Pf Dd2 growth: i
(27) Cc1ccc2c(N3CCC(CO)(CN4CCCC4)CC3)ccnc2c1C
- Pf Dd2 growth: ?
(10) Cc1ccc(-c2[nH]ncc2CN2C[C@@H](CO)[C@H](NC(=O)C3CC3)C2)cc1
- Pf Dd2 growth: ?
(15) CCn1nccc1C(=O)N1CCCCCC1c1nnc(-c2ccccc2)o1 (configuration not stated)
- Pf Dd2 growth: -14%

(listing goes on)
entry	SMILES	Pf Dd2 growth
31	Cc1ccc(OCCSc2nc3ccccc3n2CC(=O)N2CCOCC2)c(C)c1	-16%
32	CCC1CCCCN1C(=O)Cn1c(=O)n(CCCCCC(=O)NCc2ccccc2Cl)c(=O)c2sccc21 (configuration not stated)	-25%
33	Cc1ccc([C@H]2Nc3ccc(S(=O)(=O)Nc4cccc(Cl)c4C)cc3[C@H]3C=CC[C@H]32)cc1	?
34	COc1ccc(C2N3CC4(C)CN2CC(c2ccccc2)(C3)C4=O)cc1 (configuration not stated)	18%
35	CCn1c2c(c(=O)n1-c1ccccc1)CCN(Cc1ccccn1)C2	-21%[44.1 µM]
36	Cc1occc1-c1nc2ccncc2[nH]1	?
37	CC(C)N(C)Cc1nnnn1CC(=O)NCc1nc(-c2ccccc2)cs1	i
38	CCN(CC)CCCNC(=O)C(C)n1nc(C)n2c(cc3occc32)c1=O (configuration not stated)	32%[activator]
39	COc1ccccc1N1CCN(C(=O)c2nnn3cc(-c4ccc(F)cc4)[nH]c(=O)c23)CC1	?
40	COc1ccccc1CCNC(=O)C1CCN(c2nnc(C)c3c(C)n(-c4ccc(C)cc4)nc23)CC1	6.3µM*
41	O=C1CC(c2ccccc2)N(Cc2ccncc2)CCCN(C(=O)Nc2ccccc2F)CCN1 (configuration not stated)	?
42	CN(C)CC1(COc2ccc(S(C)(=O)=O)cc2)C[C@@H](O)[C@@H](O)C1 (some centres not stated)	-5%[44.1 µM]
43	O=C(NC1CCCCC1)N1Cc2[nH]cnc2C[C@H]1c1nc(-c2ccc(F)c(Cl)c2)no1	?
44	O=C(Nc1ccc2c(c1)OCO2)C1CC(=O)N(c2n[nH]c3cc(Br)ccc23)C1 (configuration not stated)	-1%
45	O=C(NCC1CC1)C1CCCN(C2CCN(Cc3ccncc3)CC2)C1 (configuration not stated)	-8%
46	Cc1cccc([C@H]2C[C@@H](O)[C@@H](O)[C@@H]2NS(C)(=O)=O)c1	6%[44.1 µM]
47	CCC(C(=O)NC1CCN(c2cc(C(F)(F)F)nc(C)n2)CC1)c1ccccc1 (configuration not stated)	-13%
48	CCN1c2cc(C(=O)NCc3ccc4c(c3)OCO4)ccc2C(=O)N2CCCCCC21 (configuration not stated)	i
49	Cc1ccc(Cl)cc1NC(=O)Cn1c(=O)oc2cc(S(=O)(=O)N3CCCCCC3)ccc21	i
50	Cc1cc(C)n(CCC(=O)NCC2CCN(c3cc(-c4ccc(Cl)cc4)[nH]n3)CC2)n1	-14%
51	OC(COc1ccccc1CNCC1CCOCC1)CN1CCSCC1 (configuration not stated)	?
52	COC(=O)C1=C(C)N(Cc2ccc(Br)cc2)C(=O)CC1c1ccccc1Cl (configuration not stated)	i
53	CC(=O)NC1(C)CN(Cc2ccc(-c3cccc(F)c3)s2)C1	-22%[44.1 µM]
54	O=C(c1cc(F)ccc1F)N1C[C@@H](CO)[C@H](c2ccncc2)C1	-1%
55	c1cc(-c2nc3c(c(NCc4cn5c(n4)SCC5)n2)CCNCC3)ccn1	-3%
56	Cc1noc(-c2ccc(N3CCC(CN4CCCC4=O)CC3)nc2)n1	i
57	O=C(c1ccc(C(F)(F)F)cc1)N1CCC(Oc2ncccc2C(=O)N2CCCCC2)C1 (configuration not stated)	-27%
58	O=C(c1ccccc1Cl)N1CCC(c2n[nH]c(=O)n2-c2ccccc2)CC1	-3%
59	CCNC(=O)[C@@H]1C[C@H](NC(=O)Cc2ccccc2F)CN1C1CCOCC1	2%
60	COc1ccc(OC)c(Nc2ncncc2-c2nc(-c3ccccc3)no2)c1	?

Looked up above:
Cc1cccc([C@H]2C[C@@H](O)[C@@H](O)[C@@H]2NS(C)(=O)=O)c1 in Pf Dd2 growth has 6%[44.1 µM]
COc1ccc(C2N3CC4(C)CN2CC(c2ccccc2)(C3)C4=O)cc1 (configuration not stated) in Pf Dd2 growth has 18%
CCNC(=O)[C@@H]1C[C@H](NC(=O)Cc2ccccc2F)CN1C1CCOCC1 in Pf Dd2 growth has 2%
Cc1ccc(OCCSc2nc3ccccc3n2CC(=O)N2CCOCC2)c(C)c1 in Pf Dd2 growth has -16%
CCn1c2c(c(=O)n1-c1ccccc1)CCN(Cc1ccccn1)C2 in Pf Dd2 growth has -21%[44.1 µM]

More structures:
entry	SMILES	Pf Dd2 growth
61	CCc1ccc(-c2nn(CC(=O)NC3CCCCC3)c3c2cnc2ccc(C)cc23)cc1	25%
62	CCn1c2ccccc2c2cc(CN3CCN(Cc4ccc(OC)c(OC)c4)CC3)ccc21	?
63	Cc1ccc(NC(=O)C2CCC(CNS(=O)(=O)c3ccc4c(c3)C(C)(C)C(=O)N4C)CC2)cc1 (configuration not stated)	-11%
64	CCCNC(=O)C(Cc1ccccc1)NS(=O)(=O)c1ccc2c(c1)c(=O)n(C)c(=O)n2C (configuration not stated)	0%
65	COc1ccc(OC)c(S(=O)(=O)N2CCCOCCNC(=O)[C@@H]3CCC[C@@H]32)c1	8%
66	CCCN(CC1CCOC1)C(=O)Nc1cc(F)ccc1F (configuration not stated)	61%[activator][5.79 µM]
67	Cc1ccc(NC(=O)C(=O)NCC(c2ccc3c(c2)OCO3)N2CCN(c3ccccc3)CC2)cc1 (configuration not stated)	-2%
68	CCc1ccc(NC(=O)c2ccc3c(c2)N(C)C2CCCCCN2C3=O)cc1 (configuration not stated)	-4%
69	COc1cccc(C2=CC(c3ccccc3F)n3ncc(C(=O)Nc4ccc(C)cc4)c3N2)c1 (configuration not stated)	?
70	COC(=O)c1ccccc1NC(=O)C1CCN(C(=O)N2CC(C)Oc3ccccc32)CC1 (configuration not stated)	138%[activator][5.79 µM]
71	CCOC(=O)c1cnc2ccccc2c1Nc1ccc(N2CCOCC2)cc1	28%
72	O=C1CC(c2ccccc2)N(C(=O)C2CC2)CCCN(S(=O)(=O)c2cccs2)CCN1 (configuration not stated)	?
73	COc1ccccc1-c1cc2[nH]ccc2c(C(=O)NCc2c(C)cc(C)[nH]c2=O)n1	?
74	O=C(O)CCC(=O)NC1CC2(CCN(C(=O)c3ccccc3)CC2)c2ccccc21 (configuration not stated)	72%[activator]
75	CC[C@@]1(O)CCN(C(=O)c2[nH]nc(-c3ccc(Cl)cc3)c2C)C[C@H]1O	10%
76	O=C(c1ccncc1)N1CCCCCCn2c(nnc2-c2ccc(F)cc2)CC1	0%
77	O=C(NCc1nnc2ccc(-c3ccccc3)nn12)c1cccc(C(F)(F)F)c1	i
78	Cc1oc2ncn(C)c(=O)c2c1C(=O)N1CCN(c2ccc(Cl)cc2)CC1	i
79	CCc1nnc(NC(=O)C(=O)c2cc(C)n(-c3ccccc3)c2C)s1	-13%
80	CSc1ccc(CCNC(=O)C(C)n2nc(C)c3sc4ccccc4c3c2=O)cc1 (configuration not stated)	6%
81	COCCCn1c(C)cc(C(=O)N2CCCCCCNC(=O)CC2)c1C	5%
82	Cc1nc(-c2cn(C3CCCN(C(=O)COc4ccc(F)cc4)C3)nn2)no1 (configuration not stated)	i
83	O=C(Cn1ccn2nc(-c3ccccc3)c(CO)c2c1=O)Nc1ccccc1Cl	-6%
84	COc1ccc(CCNS(=O)(=O)c2c(C)nc3sccn3c2=O)cc1OC	6%
85	N[C@H]1CCN2C(=O)c3cc(-c4ccc(F)cc4F)ccc3NC(=O)[C@H]12	i
86	Cc1ccc(NC(=O)c2c(C)oc3ccc(O)c(CN(C)Cc4ccccc4)c23)c(C)c1	1.3µM*
87	CCc1ccc(-c2cc(C)no2)cc1S(=O)(=O)Nc1ccc(C)cn1	20%
88	Cc1ccc(C2Cn3cnc(C(=O)N4CCC(C(=O)NCc5cccs5)CC4)c3CO2)cc1 (configuration not stated)	?
89	COc1ccc2c(c1)c(CN1C[C@@H](C(N)=O)[C@H](c3nc(C)no3)C1)cn2C(C)C	?
90	COc1ccc(NC(=O)c2ccco2)cc1NC(=O)c1cc(Br)ccc1Cl	i
91	CN(C)CCC(=O)N1Cc2ccccc2CC2(CCCN(C)C2)C1 (configuration not stated)	10%
92	COCCN1CCC(N2CCN(S(=O)(=O)c3ccccc3C)CC2)C1=O (configuration not stated)	-10%
93	O=C(NCc1nnc2ccc(-c3ccccc3)nn12)c1ccccn1	-17%
94	CSc1ccc(CNC(=O)Cc2csc3ccccc23)cc1	14%
95	O=C(Cn1nc2c(cc1=O)CCCCC2)NCCn1cnc2ccccc2c1=O	-5%
96	CCc1cc(C(=O)N2CCCC(c3nnc(Cn4ccnc4)n3C)C2)ccn1 (configuration not stated)	-11%
97	O=C1c2c(nc(CNCc3cnccn3)n2Cc2ccccc2)NCCN1Cc1cccc(Cl)c1	2.2µM*
98	COc1cccc(NC(=O)c2ccc3c(c2)NC(C)(CCCCN2CCOCC2)CO3)c1 (configuration not stated)	?
99	CCN1C(=O)CCc2cc(NC(=O)c3ccc(OC)cc3C)ccc21	i
100	CC(=O)N1CCCc2cc(S(=O)(=O)N3CCCC(C(=O)Nc4ccc(C)c(C)c4)C3)ccc21 (configuration not stated)	?
101	Cc1cc2c(n1-c1ccc(C(=O)NCc3ccccc3Cl)cc1)CCCC2	?
102	CNS(=O)(=O)c1ccc(CN(CCOC)Cc2ccc(C)cc2)cc1	-1%
103	CCc1ccc(N2CC(c3noc(-c4ccc(OC)cc4OC)n3)CC2=O)cc1 (configuration not stated)	75%[activator]
104	CCC(=O)N1c2ccccc2CC1C(=O)NCc1ccccc1Cl (configuration not stated)	?
105	Cc1cc(C)cc(-n2ccnc2SCC(=O)Nc2nc3ccccc3s2)c1	10%
106	O=C(NC1C[C@H]2CC[C@@H](C1)N2C(=O)C1CCOCC1)c1ccc(F)cc1 (some centres not stated)	-13%
107	O=C(NC1CCCN(c2cc(-c3ccc(Cl)cc3)[nH]n2)C1)c1ccc2ncccc2c1 (configuration not stated)	-18%
108	O=C(NC1CCCCC1)c1cnc2c(c1)N([S+](=O)([O-])c1cccnc1)CCC2	19%[44.1 µM]
109	CCOc1ccc(N2CC(NC(=O)Cc3ccccc3)CC2=O)cc1 (configuration not stated)	i

This is a subset; count on the stated rates, not on these rows.
